Screening data (PubChem BioAssay)
CIT2-GFP yeast = modulators of CIT2-GFP expression in yeast, primary screen, S. cerevisiae, GFP fusion, multiplex flow cytometry, MLPCN library. S. cerevisiae CIT2-GFP strain, 3 h; 100 means same as DMSO wells. GFP response vs DMSO, % at 10 µM. 320,000 compounds, 0.065% hits. AID 2029, 2009;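 active means GFP response relative to DMSO above a set limit, near the screen mean plus 3 SD, cut at about 150% in these data; inconclusive means Fewer than 70 cells measured for a yeast strain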;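 further: ratio of well median GFP fluorescence to mean of DMSO wells on the plate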
proCasp7 act = procaspase-7 activators, primary screen, counter-screen for procaspase-3 activator project, biochemical, absorbance, HTS, human; Caspase-7 (Homo sapiens), P55210; 330,000 compounds, 0.093% hits; AID 463210, 2010; activation, % at 8.5 µM; recombinant procaspase-7, Ac-DEVD-pNA absorbance 405 nm; D23A/D198A/D206A triple mutant, cannot self-cleave; scale: DMSO 0, 5 µM enzyme 100;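 active means percent activation above the screen-wide mean plus 3 SD, cut at about 25% in these data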
Target sequence (P55210 whole entry D23A/D198A/D206A): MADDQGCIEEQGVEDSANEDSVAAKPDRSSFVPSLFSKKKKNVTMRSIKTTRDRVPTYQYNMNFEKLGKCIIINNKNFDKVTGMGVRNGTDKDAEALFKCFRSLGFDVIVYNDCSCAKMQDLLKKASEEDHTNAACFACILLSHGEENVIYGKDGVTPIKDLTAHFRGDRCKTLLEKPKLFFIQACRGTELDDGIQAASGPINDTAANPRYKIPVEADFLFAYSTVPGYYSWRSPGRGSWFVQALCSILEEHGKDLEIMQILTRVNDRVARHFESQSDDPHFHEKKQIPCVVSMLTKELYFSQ
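System: Uncleavable procaspase-7 mutant enzyme; Amount: 2 µM procaspase-7 mutant as dispensed; Schedule: 1 h compound preincubation, 2 h substrate cleavage, 25 °C; Measured by: 405 nm absorbance of p-nitroaniline; Evaluation: percent activation from buffer-corrected 0–120 min absorbance change; Control set: low DMSO alone, high DMSO plus 5 µM PC-7.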
AGP1-GFP MLPCN = modulators of AGP1-GFP expression in yeast TOR pathway, primary screen, cell-based, multiplex flow cytometry, S. cerevisiae, MLPCN library; AID 2066, 2009; 320,000 compounds, 0.02% hits; 3 h; GFP as percent of DMSO wells; GFP response vs DMSO, % at 10 µM;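 active means GFP response relative to DMSO above a set limit, near screen average plus 3 SD, cut at about 150% in these data; inconclusive means fewer than 70 cells counted for the yeast strain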;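 further: median GFP channel fluorescence of the gated AGP1 strain per well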
MEP2 TOR yeast = modulators of MEP2-GFP levels in yeast, primary screen, S. cerevisiae, multiplex flow cytometry, MLPCN library; 330,000 compounds, 0.51% hits; GFP response vs DMSO, % at 10 µM; S. cerevisiae MEP2-GFP strain, 3 h; 100% = DMSO control level;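 active means GFP response versus DMSO above a set limit, roughly screen mean plus 3 SD, cut at about 180% in these data; inconclusive means fewer than 70 cells counted for a yeast strain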;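 further: median GFP fluorescence of the barcode-gated MEP2-GFP cells per well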
proCasp3 act = activators of human procaspase-3 D3A mutant, primary screen, biochemical, absorbance, PC-3 D3A mutant, single concentration | recombinant procaspase-3 D3A, Ac-DEVD-pNA absorbance 405 nm | activation, % at 8.5 µM | AID 463141, 2010 | 330,000 compounds, 0.11% hits;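 active means activation above the mean of all tested compounds plus 3 SD, cut at about 21% in these data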;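 further: 0% = DMSO alone and 100% = DMSO wells spiked with extra 5 µM PC-3 D3A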
Target sequence (P42574 whole entry D9A/D28A/D175A): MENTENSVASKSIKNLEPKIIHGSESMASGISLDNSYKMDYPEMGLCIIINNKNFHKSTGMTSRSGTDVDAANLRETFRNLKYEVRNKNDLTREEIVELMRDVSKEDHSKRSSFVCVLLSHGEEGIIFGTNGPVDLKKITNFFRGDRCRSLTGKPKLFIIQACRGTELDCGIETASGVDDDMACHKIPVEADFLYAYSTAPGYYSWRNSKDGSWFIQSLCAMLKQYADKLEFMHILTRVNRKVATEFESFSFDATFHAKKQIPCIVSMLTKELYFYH
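Test system: Procaspase-3 D3A mutant, all three cleavage aspartates alanine | Dosing: Single dose, 8.5 µM nominal compound, 0.8% DMSO | Schedule: 1 h preincubation, 2 h reaction | Technique: 405 nm absorbance of p-nitroaniline, reads at 0 and 120 min | Repeats: One well per compound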
RPL19A TOR yeast = RPL19A-GFP expression modulators in yeast, primary screen, cell-based, S. cerevisiae, multiplex flow cytometry, MLPCN; percent response vs DMSO, % at 10 µM; S. cerevisiae RPL19A-GFP strain, 3 h; hits give low values; 330,000 compounds, 0.3% hits;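 active means percent response vs DMSO below 50%; inconclusive means fewer than 70 events counted for the yeast strain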;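 further: median channel GFP fluorescence of the barcoded RPL19A-GFP strain; ratio of sample median GFP to plate DMSO average so 100% = DMSO; lower means less RPL19A-GFP as with rapamycin TOR inhibition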
LAP4 TOR yeast = modulators of LAP4-GFP expression in yeast, primary screen, S. cerevisiae, multiplex flow cytometry, MLPCN library; 320,000 compounds, 0.34% hits; 3 h; median GFP as percent of DMSO wells; GFP response vs DMSO, % at 10 µM; AID 2023, 2009;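 active means GFP response vs DMSO above a set limit, about the screen mean plus 3 SD, cut at about 150% in these data; inconclusive means under 70 cell events counted for the yeast strain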
AHR act = AHR activators, primary screen, cell-based, luminescence, luciferase reporter, human. activation, % at 5 µM. 320,000 compounds, 2.5% hits. AID 2796, 2010. Aryl hydrocarbon receptor (Homo sapiens), P35869. AHR-responsive luciferase reporter cells; in the data active means activation above about 47%;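 further: 0% = vehicle wells and 100% = reference agonist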
* = called active by the depositor; ? = inconclusive; . = no result given; & = joins results of further samples; [ ] = remark or other dose.

The line under a structure holds: AHR act	CIT2-GFP yeast	proCasp7 act	AGP1-GFP MLPCN	proCasp3 act	LAP4 TOR yeast	RPL19A TOR yeast	MEP2 TOR yeast
CC(=O)NNC(=O)c1sc(=S)n(C)c1C
  0	105	-2	113	-13	114	99	98
Cn1c(CC(=O)Nc2ccccc2F)nnc1SCC(=O)Nc1nccs1
  -1	104	-3	101	4	97	103	103
O=C(N/N=C/c1cccc(Br)c1)c1ccc(Br)cc1
  13	99	1	93	-5	101	94	96
CCN(CC(=O)Nc1ccc2c(c1)OCCO2)CC(=O)Nc1ccc2c(c1)OCO2
  11	103	9	114	4	99	103	105
COc1cc(Cl)c(C)cc1NC(=O)Cc1cccs1
  10	98	0	99	4	85	108	104
c1cncc(CSc2ccc(-c3cccs3)nn2)c1
  11	110	6	102	-1	99	99	114
Cc1cc(=O)[nH]c(SCC(=O)N2CCN(C(=O)c3ccco3)CC2)n1
  0	104	10	102	0	94	99	98
COC(=O)c1ccc(N2CC3CNC(=O)C2(C(=O)OC)N3C)cc1 (configuration not stated)
  0&-1	92&107	12&6	99&103	2&14	98&114	96&100	96&96
COc1ccc(-c2c(C)n([O-])c3c([n+]2=O)CCCC3)cc1OC
  1	91	2	97	-6	97	101	102
Cc1cc(C(N)=O)c2ccccc2n1
  1	105	1	110	-10	106	101	107
Cc1ccc(C(=O)NCCn2cc(SCC(=O)Nc3cc(C)on3)c3ccccc32)cc1
  -6	124	-14	109	-8	116	104	95
Cc1cc(C)c2c(N)c(-c3nnc(SCc4ccc(Cl)cc4)n3C)sc2n1
  4	95	2	100	6	104	98	97
S=c1[nH]nc(COc2ccccc2)n1C1CCCCC1
  0	96	-25	101	-15	106	93	104
CCN(CC)C(=O)CSc1nc2cc3c(cc2c(=O)n1Cc1ccc2c(c1)OCO2)OCO3
  1	94	4	97	1	104	97	99
CCOc1nc(N2CCOCC2)nc(N2CCOCC2)n1
  2	96	5	96	4	94	103	93
Cc1cc(C(=O)O/N=C(\N)c2ccncc2)ccc1[N+](=O)[O-]
  -4	115	-4	104	2	103	102	102
COc1cc(OC)cc(-c2nc(-c3ccc(Br)cc3)no2)c1
  5	101	-2	105	-3	99	101	100
O=C(Cn1cnc2c(nnn2Cc2ccccc2)c1=O)Nc1ccc2c(c1)OCCO2
  -1	100	4	99	0	95	96	97
CCOC(=O)c1c(C)[nH]c(C)c1C(=O)COC(=O)c1cccc(C)c1O
  2	100	4	102	8	94	92	95
COC(=O)C1C2C=CC3(CN(C(C)c4ccc(OC)cc4)C(=O)C13)O2 (configuration not stated)
  2	100	1	109	1	99	96	95
CCC[C@@H](CN1CCC[C@H]1CN1C(N)=NC[C@H]1CC(C)C)N1C[C@@H](Cc2ccccc2)N(CCc2ccc(Cl)c(Cl)c2)C1=N
  -1	88	11	90	10	84	87	87
COc1ccc(-n2c(CNc3ccc(C)cc3)nnc2SCc2ccccc2)cc1
  29	94	1	101	-6	95	103	103
O=C(O)CCSc1nnc(COc2cccc3cccnc23)n1-c1ccccc1
  -1	87	-2	98	0	96	98	92
Cc1ccc(S(=O)(=O)/N=C(\N)c2ccc(F)cc2)cc1
  -1	99	6	101	9	107	97	90
Nc1ccccc1-c1nnc(-c2ccccc2N)n1N
  48*	102	9	99	8	100	97	102
COc1ccc(C(=O)Nc2ccc(NC(=O)c3cccc(F)c3)cn2)cc1
  -4	99	7	96	-3	96	98	102
O=S(=O)(Nc1ccccc1N1CCOCC1)c1cccs1
  0	92	0	99	9	93	94	92
Cc1nn(CCCC(=O)Nc2nccs2)c(C)c1[N+](=O)[O-]
  -2	89	8	97	8	99	88	94
CCc1cc(=O)oc2c(CNCc3ccc(OC)cc3OC)c(O)c(Cl)cc12
  13	?	7	17[may fluoresce violet]	0	90[may fluoresce violet]	69[may fluoresce violet]	407*[may fluoresce violet]
COC1=C/C(=C/c2c(N)n3nc(CC(=O)N4CCCCC4)sc3nc2=O)C=CC1=O
  5	115	11	95	0	77	105	110
COc1ccc2c3c(cccc13)C(=O)CC2
  .	95	.	93	.	111	105	109
CCc1ccc(Nc2n[n+](-c3ccccc3)c(-c3ccc(C(=O)O)cc3)s2)cc1
  5	83	0	95	-12	103	107	97
O=C(CCCl)Nc1cc(SCCO)cc([N+](=O)[O-])c1
  3	104	7	104	1	101	99	100
O=C(c1nc2ccc(Cl)cn2c1CN1CCCC1)N1CCc2ccccc2C1
  13	97	3	95	-6	91	101	92
Cc1c(CCOC(=O)c2cc([N+](=O)[O-])cc([N+](=O)[O-])c2)sc[n+]1CC(=O)c1ccc(Br)cc1
  0	103	-6	94	-6	104	95	85
CC(Nc1nc(-c2ccc(F)cc2)cs1)c1nc2cc(Cl)c(Cl)cc2n1CCOCCO (configuration not stated)
  17	86	0	94	-6	119	103	105
CN(CCOc1ccccc1)CC(=O)Nc1ccc(Cl)c(S(=O)(=O)N(C)C)c1
  -2	99	-3	98	-1	100	98	105
C#CCSc1nc(=O)c2cccnc2n1-c1ccc(C)cc1
  -2	100	-7	101	-2	113	97	111
CCOC(=O)c1cc(=O)n2nc(-c3ccccc3F)nc2s1
  3	95	-6	105	9	101	102	107
O=C(CCCN1C(=O)[C@H]2CC=CC[C@H]2C1=O)NCc1nc(-c2ccccc2)no1
  19	131	0	126	6	116	126	121
CC(=O)c1csc(COc2cc(Cl)cc(Cl)c2)n1
  -7	83	9	94	-3	112	96	97
COc1ccc(CNC(=O)CCCn2nc(C)n3c(cc4sccc43)c2=O)cc1
  -6	84[may fluoresce red]	7	?	3	?	?	90[may fluoresce red]
Cc1cc(C)c(NC(=O)COC(=O)Cc2ccsc2)c(C)c1
  1	98	7	100	3	107	97	102
O=S(=O)(/N=C(/Nc1ccccn1)c1ccccc1)c1ccc(F)cc1
  0	104	-1	104	7	95	96	102
O=c1cnnc(N/N=C/c2c[nH]c3ccccc23)[nH]1
  28	83	-2	88	3	92	89	94
CC1Cc2cc(/C(O)=C3/C(=O)C(=O)N(CCN4CCOCC4)C3c3ccc(N(C)C)cc3)ccc2O1 (configuration not stated)
  1	107	-33	108	10	93	101	119
Cc1cccc(OCC(=O)N(Cc2ccc(N(C)C)cc2)C2CCS(=O)(=O)C2)c1 (configuration not stated)
  6	95	5	104	-3	106	100	101
CC1(C2CC2)NC(=O)NC1=O (configuration not stated)
  2	103	-5	100	-6	92	100	99
Cc1ncc(CO)c(/C=N/NC(=O)c2cc(Br)ccc2O)c1O
  6	95	3	94	8	86	99	97
CC(C)c1ccc(CNCCCSc2ncccn2)cc1
  2	99	-6	100	-6	101	101	126
O=S(=O)(NCC(c1ccco1)N1CCCCC1)c1ccccc1C(F)(F)F (configuration not stated)
  3	102	-7	113	7	114	108	113
CC(C)Sc1nnc(-c2ccc(S(=O)(=O)N3CCOCC3)cc2)n1C
  -1	95	-5	93	4	88	99	105
[O-]/[N+](=C/c1ccc(F)cc1)c1ccc(Cl)cc1
  64*	102	8	.	-10	97	100	110
CCOC(=O)N1CCN(CC(O)COc2ccc(C(C)C)c(C)c2)CC1 (configuration not stated)
  0	100	-3	102	1	114	104	114
CC(C)(C)c1ccc(C(=O)NCC(=O)OCC(=O)N2CCCC2)cc1
  -2	106	-5	106	11	103	100	104
c1ccc2c(CN3CCOCC3)c3ccccc3c(CN3CCOCC3)c2c1
  -4	98	3	98	-2	110	98	104
Cc1nn(C(=O)CCCn2cc([N+](=O)[O-])cn2)c(C)c1Cl
  1	97	1	101	4	105	99	101
O=C1C2CC=CCC2C(=O)N1c1ccc(OCC(O)Cn2nnc3ccccc32)cc1 (configuration not stated)
  0	87	-2	104	9	82	97	90
Cc1nn(-c2ccccc2)c(C)c1C(=O)NNC(=O)C(F)(F)F
  -1	99	-3	96	-7	99	93	93
CSCCC(NS(=O)(=O)c1ccc(C)cc1)C(=O)NCC(C)(C)N1CCOCC1 (configuration not stated)
  -1	101	1	110	10	110	111	105

(list continues)
The line under a structure holds: AHR act	CIT2-GFP yeast	proCasp7 act	AGP1-GFP MLPCN	proCasp3 act	LAP4 TOR yeast	RPL19A TOR yeast	MEP2 TOR yeast
Cc1ccc(NC(=O)CC(C)S(=O)(=O)c2ccc3c(c2)NC(=O)CO3)c(Cl)c1 (configuration not stated)
  -1	99	-1	99	-4	97	100	109
O=C(c1ccc2c(=O)n3c(nc2c1)CCC3)N1CCCSC1=Nc1ccccc1
  -2	111	11	106	8	107	97	98
Cc1cccc(OC2(c3ccccc3)OC(=O)c3ccccc32)c1C (configuration not stated)
  0	89	-7	101	4	103	97	101
CCCOC(=O)Cn1cnc2scc(-c3ccc(OC)cc3)c2c1=O
  3	96	4	97	1	95	102	99
COc1nc(OC)nc(N2CCC(C(=O)NCc3ccco3)CC2)n1
  3	.	1	91	1	93	92	96
COCCn1c(SCC(=O)Nc2cccc(S(N)(=O)=O)c2)nc2cc(Cl)ccc2c1=O
  0	93	2	100	1	107	94	93
O=C(Nc1ccncc1)C1CC1c1ccccc1 (configuration not stated)
  7	89	0	92	-7	88	94	90
O=C(CCN1CCN(C(c2ccccc2)c2ccccc2)CC1)N/N=C/c1ccc(O)cc1O
  2	104	9	102	-3	96	103	100
O=C1N=C(N2CCOCC2)S/C1=C/c1cccs1
  3	99	2	100	4	107	102	102
CN(CC(=O)Nc1ccc(Cl)cc1)C(=O)CNC(=O)Cc1cccc2ccccc12
  -1	87	-7	97	-2	97	96	97
CC1CCCC(NC(=O)c2cccc(N3CCCC3=O)c2)C1C (configuration not stated)
  11	102	-1	95	-6	92	101	98
CCn1c(CN2CCN(c3cccc(C)c3C)CC2)n[nH]c1=S
  1	100	-26	102	-16	96	104	109
CC(OC(=O)c1ccccc1NS(=O)(=O)c1cccc(N)c1)C(=O)N(C)Cc1ccccc1 (configuration not stated)
  0	106	5	106	2	95	100	102
Cc1ccc(C2=[N+]([O-])C(C)(C)CC2)cc1
  -1	95	4	104	16	106	102	102
O=C(CN1CCN(c2ccc(O)cc2)CC1)Nc1ccc2c(c1)OCCCO2
  0	109	-36	110	-11	101	102	111
O=C(O)c1ccccc1C(=O)NCc1ccc(F)cc1
  -1	89	-4	93	-1	103	92	93
COc1ccc(NS(=O)(=O)c2cc(NC(=O)CCNC(C)=O)ccc2N2CCOCC2)cc1
  -2	101	7	111	-7	106	102	101
